GALK inh: blocks human galactokinase activity; P51570; Purified GALK, Kinase-Glo residual ATP luminescence; Potency, µM (series often up to 57.5 µM), for inactives: at the top dose activity change, negative = inhibition, most hits filed as inhibitors; hit rate 0.007% among 270,000; AID 1868; note: potency is the fitted concentration of half-maximal effect; % is set by controls: 0 for no effect and ±100 for the full control effect
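Kinase-Glo Plus luminescence measured ATP left after a 1 h room-temperature reaction. The reaction used 5 nM GALK, 100 uM galactose and 35 uM ATP at pH 8.0 (20 mM HEPES, 5 mM MgCl2, 60 mM NaCl, 1 mM DTT, 0.01% BSA).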
Giardia kill: Giardia lamblia killing | hit rate 0.15% among 340,000 | Giardia lamblia trophozoite viability | activity change, % at 7.66 µM, hits read low; in the data active = activity change below about -80%; inconclusive = between about -30% and that limit;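 note: parasites exposed to compound for two days anaerobically before the ATP read; % is set by controls: 0 for no effect and ±100 for the full control effect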
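Giardia lamblia trophozoites (100 cells/well) were incubated with compounds for 48 h at 37 deg C under anaerobic conditions. Viability was read as ATP content by one-step luminescence after 15-30 min at room temperature.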
TCR activator: activators of T cell receptors; 330,000 tested, under 10 active; Potency, µM (titrated, usually from 9.22 µM), for the others: top-dose activation of IL-2 secretion, usual class: activators; primary human leukocytes, anti-CD3, IL-2 HTRF, 48 h; note: % of control where 0% means no effect
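HTRF read-out of IL-2 secretion: europium cryptate donor excited at 320nm, d2 acceptor emission at 665nm. Cells were primary human leukocytes incubated 48 hr with compounds and a-CD3 beads, supplying TCR signal only.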
A-T KAP1 phos: candidate therapy for ataxia-telangiectasia; hit rate 0.19% among 320,000; Potency, µM (series often up to 57.5 µM), for the others: at the highest dose activation, actives largely listed as activators; […] A-T fibroblasts, KAP-1 phosphorylation AlphaLISA; neocarzinostatin DNA damage 30 min before lysis; note: potency is the fitted concentration of half-maximal effect; % of control where 0% means no effect; nearly all actives have a fitted effect of over 45% in size
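hTERT-immortalized A-T patient fibroblasts ([…]), 500 cells/well in OPTI-MEM, 1% FBS, got compounds for 60 min, then NCS for 30 min at 37C. Lysates were then assayed for phospho-KAP-1 by AlphaLISA (anti-pKAP1 donor, anti-KAP1 acceptor beads), 6 hr at 25C.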
TSHR antagonist: blocks TSH signaling through the human TSH receptor | TSHR-expressing cells, TSH-stimulated cAMP HTRF, 2 h; hits give low values | activity change, negative = inhibition, % at 11.5 µM | P16473 | hit rate 0.2% among 330,000;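 active = activity change below a set negative limit, meaning inhibition stronger than a set level, cut at about -70% in these data; inconclusive = activity change between two set negative limits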; note: % is set by controls: 0 for no effect and ±100 for the full control effect
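TSHR-expressing cells were treated with compounds, then stimulated with TSH at EC80 (4nM final) for 2 hours at 37 deg C. Cellular cAMP was measured by HTRF competition between lysate cAMP and cAMP-d2 for a cryptate-labelled anti-cAMP antibody.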
FBPA coupling cs: counter-screen for Giardia aldolase inhibitors: coupling enzyme system. coupling enzyme system counterscreen, AmpLite Red fluorescence. activity change, negative = inhibition, % at 58.2 µM, hits read low. hit rate 0.67% among 290,000. AID 2472; in the data active = activity change below about -30%; note: % is set by controls: 0 for no effect and ±100 for the full control effect
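Counterscreen lacking aldolase: glyceraldehyde-3-phosphate coupling-enzyme reagent preincubated 10 min at RT with compound (at 57.5 uM final), then substrate/coupling system with AmpLite Red added; fluorescence read at 525/598 nm after 20 min RT.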
CXXC DNA block: blocks binding of human MLL CXXC domain to DNA. AID 2662. Q03164. MLL-CXXC / FITC-HOXA9 DNA fluorescence polarization. Potency, µM (highest dose often 115 µM), without a hit: top-dose activity change, negative = inhibition, hits mostly inhibitors. hit rate 0.037% among 290,000; active = well fitted inhibition curve with a large enough effect in the polarisation, with a control signal flat, not every such curve was filed as active; inconclusive = small, poorly fitted or top-dose-only effect, or effect the other way, or a change in a side signal; inactive = no such curve, though single readings can be large or run the other way; the % refers to the polarisation; note: potency is the fitted concentration of half-maximal effect
Target sequence (Q03164 whole entry, looked up, the tested form may be a part): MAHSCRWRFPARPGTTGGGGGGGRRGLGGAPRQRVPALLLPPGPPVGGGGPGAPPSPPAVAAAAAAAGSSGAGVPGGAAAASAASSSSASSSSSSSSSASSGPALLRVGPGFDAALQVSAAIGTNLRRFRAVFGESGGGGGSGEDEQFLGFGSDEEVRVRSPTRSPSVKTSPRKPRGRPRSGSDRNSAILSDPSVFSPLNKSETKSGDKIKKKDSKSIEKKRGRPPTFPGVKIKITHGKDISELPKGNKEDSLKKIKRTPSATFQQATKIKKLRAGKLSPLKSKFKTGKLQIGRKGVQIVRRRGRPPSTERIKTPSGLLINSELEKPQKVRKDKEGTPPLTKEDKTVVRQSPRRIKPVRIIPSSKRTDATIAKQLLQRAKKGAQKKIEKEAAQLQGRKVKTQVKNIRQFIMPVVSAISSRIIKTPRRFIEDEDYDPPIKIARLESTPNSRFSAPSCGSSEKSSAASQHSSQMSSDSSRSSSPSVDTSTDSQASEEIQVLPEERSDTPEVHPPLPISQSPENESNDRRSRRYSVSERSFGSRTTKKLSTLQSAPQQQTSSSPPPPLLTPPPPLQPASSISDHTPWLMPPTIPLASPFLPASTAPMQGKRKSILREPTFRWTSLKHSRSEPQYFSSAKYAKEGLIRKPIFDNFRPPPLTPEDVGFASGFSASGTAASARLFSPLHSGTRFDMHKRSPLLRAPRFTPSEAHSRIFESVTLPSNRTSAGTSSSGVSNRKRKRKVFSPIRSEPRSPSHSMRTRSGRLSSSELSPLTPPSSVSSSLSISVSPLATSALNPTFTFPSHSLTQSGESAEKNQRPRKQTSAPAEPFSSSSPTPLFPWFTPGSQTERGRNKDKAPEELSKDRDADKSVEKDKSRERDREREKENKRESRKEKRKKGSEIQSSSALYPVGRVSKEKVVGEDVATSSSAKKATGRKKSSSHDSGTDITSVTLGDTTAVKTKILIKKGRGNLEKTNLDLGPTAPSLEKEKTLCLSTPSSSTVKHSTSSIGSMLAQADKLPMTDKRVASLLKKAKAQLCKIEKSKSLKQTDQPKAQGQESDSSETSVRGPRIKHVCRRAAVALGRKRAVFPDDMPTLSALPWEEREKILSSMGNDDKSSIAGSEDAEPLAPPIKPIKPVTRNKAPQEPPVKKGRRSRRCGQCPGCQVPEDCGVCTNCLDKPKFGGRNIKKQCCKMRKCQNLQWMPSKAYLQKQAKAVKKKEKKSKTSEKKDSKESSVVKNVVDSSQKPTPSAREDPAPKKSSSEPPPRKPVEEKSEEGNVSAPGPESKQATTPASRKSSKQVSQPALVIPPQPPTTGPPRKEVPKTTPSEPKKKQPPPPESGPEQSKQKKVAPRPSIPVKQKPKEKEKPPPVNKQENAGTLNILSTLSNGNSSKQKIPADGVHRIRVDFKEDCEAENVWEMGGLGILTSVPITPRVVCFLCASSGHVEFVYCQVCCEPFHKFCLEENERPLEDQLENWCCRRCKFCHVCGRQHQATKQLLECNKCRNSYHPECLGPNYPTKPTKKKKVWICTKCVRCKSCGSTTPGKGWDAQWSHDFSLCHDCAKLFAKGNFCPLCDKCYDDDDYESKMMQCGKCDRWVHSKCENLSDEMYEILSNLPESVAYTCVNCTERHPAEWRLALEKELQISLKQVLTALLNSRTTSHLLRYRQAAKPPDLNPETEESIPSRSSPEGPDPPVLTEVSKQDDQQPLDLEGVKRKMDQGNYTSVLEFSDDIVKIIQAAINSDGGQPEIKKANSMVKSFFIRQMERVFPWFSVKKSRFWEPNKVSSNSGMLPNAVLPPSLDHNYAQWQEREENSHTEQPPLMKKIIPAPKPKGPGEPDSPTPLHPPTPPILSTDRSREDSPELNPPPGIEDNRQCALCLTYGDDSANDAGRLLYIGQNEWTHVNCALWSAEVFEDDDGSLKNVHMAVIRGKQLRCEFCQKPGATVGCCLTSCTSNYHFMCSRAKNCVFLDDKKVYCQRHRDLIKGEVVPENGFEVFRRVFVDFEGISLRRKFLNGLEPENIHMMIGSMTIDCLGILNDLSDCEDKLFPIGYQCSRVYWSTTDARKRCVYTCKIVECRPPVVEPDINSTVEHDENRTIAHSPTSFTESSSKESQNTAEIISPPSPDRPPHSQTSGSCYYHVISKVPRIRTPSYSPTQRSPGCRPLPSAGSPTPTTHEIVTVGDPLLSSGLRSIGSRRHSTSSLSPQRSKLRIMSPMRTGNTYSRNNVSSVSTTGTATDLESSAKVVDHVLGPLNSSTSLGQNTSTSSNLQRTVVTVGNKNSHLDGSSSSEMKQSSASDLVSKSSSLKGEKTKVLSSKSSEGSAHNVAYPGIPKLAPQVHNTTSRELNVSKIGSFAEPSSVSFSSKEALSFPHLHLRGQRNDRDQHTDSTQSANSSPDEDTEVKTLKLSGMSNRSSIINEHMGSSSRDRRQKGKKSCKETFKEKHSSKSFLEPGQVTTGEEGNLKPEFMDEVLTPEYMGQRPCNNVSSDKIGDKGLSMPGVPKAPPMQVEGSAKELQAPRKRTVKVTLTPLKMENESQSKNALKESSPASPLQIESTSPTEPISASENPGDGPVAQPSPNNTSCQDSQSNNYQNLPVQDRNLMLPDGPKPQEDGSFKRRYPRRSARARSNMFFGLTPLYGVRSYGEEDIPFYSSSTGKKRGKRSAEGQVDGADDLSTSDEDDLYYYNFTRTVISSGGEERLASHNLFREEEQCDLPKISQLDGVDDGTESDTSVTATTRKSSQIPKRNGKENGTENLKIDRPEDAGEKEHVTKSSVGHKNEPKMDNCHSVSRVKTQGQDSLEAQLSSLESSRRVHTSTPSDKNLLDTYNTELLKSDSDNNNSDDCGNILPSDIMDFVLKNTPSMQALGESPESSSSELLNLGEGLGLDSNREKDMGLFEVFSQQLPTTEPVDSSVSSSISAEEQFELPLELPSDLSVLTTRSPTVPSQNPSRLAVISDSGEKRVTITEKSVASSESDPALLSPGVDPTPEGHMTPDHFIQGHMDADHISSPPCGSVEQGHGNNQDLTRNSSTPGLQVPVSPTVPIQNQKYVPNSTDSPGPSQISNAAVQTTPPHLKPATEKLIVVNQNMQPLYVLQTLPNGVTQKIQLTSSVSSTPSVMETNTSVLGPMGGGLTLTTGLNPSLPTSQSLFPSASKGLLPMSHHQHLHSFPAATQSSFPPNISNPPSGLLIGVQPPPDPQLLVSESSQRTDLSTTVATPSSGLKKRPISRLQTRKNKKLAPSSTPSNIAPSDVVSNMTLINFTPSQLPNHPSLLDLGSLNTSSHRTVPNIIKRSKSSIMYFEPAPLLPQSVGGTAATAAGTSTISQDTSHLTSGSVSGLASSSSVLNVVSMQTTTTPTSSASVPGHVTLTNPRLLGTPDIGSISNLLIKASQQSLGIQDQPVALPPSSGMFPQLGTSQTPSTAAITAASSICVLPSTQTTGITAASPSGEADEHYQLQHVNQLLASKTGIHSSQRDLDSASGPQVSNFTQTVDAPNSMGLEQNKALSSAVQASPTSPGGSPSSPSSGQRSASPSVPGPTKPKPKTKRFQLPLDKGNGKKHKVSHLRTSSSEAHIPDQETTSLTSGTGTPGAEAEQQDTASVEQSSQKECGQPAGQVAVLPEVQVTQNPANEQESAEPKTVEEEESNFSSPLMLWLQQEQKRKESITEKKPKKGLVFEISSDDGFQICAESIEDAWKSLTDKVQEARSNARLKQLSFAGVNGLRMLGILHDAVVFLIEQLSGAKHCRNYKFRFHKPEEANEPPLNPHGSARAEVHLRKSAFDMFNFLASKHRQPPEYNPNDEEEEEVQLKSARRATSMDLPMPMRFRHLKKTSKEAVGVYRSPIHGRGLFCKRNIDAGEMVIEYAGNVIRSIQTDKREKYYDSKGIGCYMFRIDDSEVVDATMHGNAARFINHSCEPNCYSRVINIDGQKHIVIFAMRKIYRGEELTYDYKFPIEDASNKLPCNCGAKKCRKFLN
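Purified MLL-CXXC (added from a 7 uM solution) was preincubated 5 min at ambient with pinned compounds in 50 mM Tris-HCl pH 7.5, 50 mM NaCl, 1 mM DTT, 0.05% BSA. Fluorescein-labeled HOX-A9 DNA (50 nM solution) followed, 30 min, then polarization read.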
Tb PFK inh: inhibitors of T. brucei phosphofructokinase. O15648. T. brucei PFK, ADP-Glo luminescence. Potency, µM (titrated, usually from 57.5 µM), for the others: at the top dose activity, negative = inhibition, actives largely listed as inhibitors. hit rate 0.17% among 330,000;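 note: potency is the fitted concentration of half-maximal effect; 0% = uninhibited 1x PFK enzyme wells and -100% = no-enzyme wells; nearly all actives have a fitted effect of over 60% in size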
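Compounds were pin-transferred as a titration series up to 57 uM into substrate buffer (0.5 mM F6P, 0.1 mM ATP, pH 8.0), then 1.25 nM PFK was added and reactions ran 45 min before ADP-Glo detection.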
Chronic BCR inh: blocks chronic active B-cell receptor signaling. ABC-DLBCL IkBa-CBG/CBR reporter, luminescence ratio, 4 h. Potency, µM (top dose mostly 46.1 µM), for inactives: at the highest dose ratio change, negative = lower green/red ratio, hits mostly inhibitors. hit rate 0.05% among 340,000; active = well fitted inhibition curve with a large enough effect in the signal ratio, with a control signal flat, not every such curve was filed as active; inconclusive = small, poorly fitted or top-dose-only effect, or effect the other way, or a change in a side signal; the % refers to the signal ratio;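 note: potency is the fitted concentration of half-maximal effect; plate controls were basal doxycycline-induced cells for no effect and cells given 10 µM MG132 for full effect; MG132 reads +100%, hits lower the ratio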
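TMD8 human ABC-DLBCL cells with doxycycline-inducible IκBα–green luciferase fusion and unfused red luciferase, in 0.5% FBS medium; compounds up to 46 uM, 4 h at 37C. Green/red luminescence ratio, filter-overlap corrected, fitted to concentration-response curves.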
hERG WT inh: blocks the wildtype human KCNH2 potassium channel | Q12809 | U2OS, BacMam KCNH2, thallium flux FluxOr; hits give low values | activity change, % at 1.84 µM | hit rate 0.37% among 340,000 | AID 720551;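 active = maximum activity change below -70%; inconclusive = maximum activity change between -70% and -50%; inactive = maximum activity change above -50%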; note: % is set by controls: 0 for no effect and ±100 for the full control effect
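U2OS cells transduced with wild-type KCNH2 virus are loaded with FluxOr dye for 45 min, and thallium flux is measured in kinetic reads before and after stimulation buffer. Rate constants are normalized to DMSO controls.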
* hit, by the source's call; i = inactive; ? = inconclusive; · = not tested or not shown; [ ] = remark or other dose. Unless noted, calls come from the whole dose curve; as a rule, active = well fitted curve in the direction sought with a large enough effect; inconclusive = small, poorly fitted or top-dose-only effect, or another doubt; inactive = no such curve, though single readings can be large; an effect the other way counts as inactive or inconclusive. Not a hit list; any-hit rate near 1.6%.

No. | structure | GALK inh | Giardia kill | TCR activator | A-T KAP1 phos | TSHR antagonist | FBPA coupling cs | CXXC DNA block | Tb PFK inh | Chronic BCR inh | hERG WT inh
1 | O=C(CSc1nc2c(cnn2-c2ccccc2)c(=O)[nH]1)NCC1CCCO1 (stereo not drawn) | · | -4.1 | 5.3% | 4.8% | 5.1 | · | · | -3.4% | 1.5% | 2.9
2 | CCCCn1c(N)c(N(CCOC)C(=O)CCNC(=O)c2ccccc2Cl)c(=O)[nH]c1=O | 5.7% | 6.1 | -9.2% | 3.5% | -1.8 | 4.8 | ? | -0.1% | -1.9% | -1.0
3 | CCOC(=O)C1CCCN(C(=S)NC2CCCC2)C1 (stereo not drawn) | -3.1% | -3.1 | 1.0% | 2.9% | 6.3 | -2.3 | -10.7% | 2.2% | ? | i
4 | CC1CCN(Cc2ccc(-c3nn[nH]n3)cc2)CC1 | 0.2% | 2.9 | -3.5% | 2.2% | 2.1 | 2.4 | -1.2% | -0.8% | 7.9% | -7.9
5 | CCN1C(=O)[C@H]2[C@@H](c3ccc(C)cc3)N3C(=O)N(c4cccc(C)c4)C(=O)[C@@]3(Cc3ccccc3)[C@H]2C1=O | · | -2.1 | 2.8% | -7.4% | 6.8 | 0.0 | 6.8% | 2.7% | 12.4% | 3.9
6 | COc1cc(S(=O)(=O)N2CCN(Cc3ccc4c(c3)OCO4)CC2)c(C)cc1C | -1.7% | -24.1 | -0.9%[46.1 µM] | 7.3% | -10.1 | -0.8 | 6.4% | 0.0% | ? | 0.4
7 | CC(C)C(=O)NC(=S)Nc1ccccn1 | 1.6% | 6.5 | -18.6% | -1.8% | -1.9 | 1.4 | 1.8% | 0.0% | -0.8% | 2.7
8 | O=C(C[n+]1cc(-c2ccc(Cl)c(Cl)c2)n2c1CCC2)c1cccs1 | -3.3% | -2.9 | 1.5% | 6.8% | -2.1 | -1.0 | -7.9% | -1.2% | 0.9% | 4.5
9 | OC(CSc1ccccc1Cl)CN1CCN(c2ccc(F)cc2)CC1 (stereo not drawn) | -0.2% | 2.2 | · | 5.2% | -2.7 | 0.1 | 4.0% | -5.8% | -9.8% | -9.5
10 | CCc1nc2ccccc2c(C(=O)OCC(=O)Nc2ccc(NC(C)=O)cc2)c1C | · | -3.3 | 5.5% | -1.9% | · | · | · | 2.7% | ? | -33.2
11 | O=C(CNC(=O)c1ccccc1)OCC(=O)N1N=C(c2ccc(Cl)cc2)CC1c1ccco1 (stereo not drawn) | -0.7% | -7.8 | -0.9% | 1.8% | -1.8 | 0.0 | 5.6% | -1.4% | -5.8% | 6.6
12 | Cc1cc(N2CCC(N(C)C3CCCC3)CC2)nc2cc(O)ccc12 | -3.0% | 10.3 | -9.7% | -5.2% | 2.0 | -2.0 | 5.7% | -6.8% | -3.8% | 15.2
13 | CCOc1ccccc1NC(=O)CN(C)S(=O)(=O)c1ccc(OC)c(C)c1 | 0.6% | 3.2 | · | 5.6% | 5.6 | -7.2 | -5.8% | 0.6% | ? | -5.3
14 | COCc1cc(CN2CCCC(CNC(=O)c3ccc(F)cc3)C2)ccc1OC (stereo not drawn) | 0.8% | 11.4 | -0.4% | 0.3% | 0.5 | -0.2 | 6.7% | -0.4% | 0.9% | 42.1
15 | CC(=O)N(CCC1(C(C)C)CCOC(C)(C)C1)Cc1ccco1 (stereo not drawn) | -0.2% | 14.9 | -1.2% | · | 26.0 | 7.8 | -1.1% | 5.0% | 4.7% | -23.1
16 | COc1ccccc1-c1nc(C#N)c(N2CCC(Cc3ccccc3)CC2)o1 | -0.2% | -7.1 | -2.6% | 1.9% | -19.6 | -0.6 | 7.9% | -8.9% | 2.6% | 8.2
17 | CC1(C)Cc2ccccc2-c2nnc(SCc3ccc(C#N)cc3)n21 | 4.6% | -4.5 | 4.6% | 13.7% | -10.9 | 2.5 | 0.6% | -0.3% | -0.3% | 9.5
18 | N=c1oc2cc(O)ccc2cc1C(=O)Nc1ccc(F)cc1 | -1.6% | -15.1 | 10.8% | 33.7% | -12.4 | 7.8 | ? | 3.6% | ? | -1.3
19 | CNCc1ccccc1Sc1ccc(OC)cc1 | -0.7% | -1.7 | -1.2% | 0.2% | 2.3 | 1.3 | 5.2% | -5.2% | -0.7% | 15.8
20 | COc1cc(NC(=S)NCc2ccc(S(N)(=O)=O)cc2)c(OC)cc1Cl | 1.0% | -0.7 | 1.9%[46.1 µM] | 9.5% | -2.6 | 5.8 | 2.1% | -7.7% | -3.9% | 1.3
21 | Cc1cccc2sc(N(CCN3CCOCC3)C(=O)CCS(=O)(=O)c3ccccc3)nc12 | · | -12.4 | 3.0% | 5.4% | -2.8 | · | · | -5.0% | ? | -8.1
22 | Clc1ccc(CNC2CCN(Cc3ccccc3)CC2)cc1 | 0.1% | 6.1 | -5.3% | -9.4% | -3.1 | -1.0 | 1.3% | 1.7% | -8.2% | 15.6
23 | Nc1nc(SCC(=O)NCc2ccco2)[nH]c(=O)c1-c1ccccc1 | -1.5% | 6.4 | -1.0% | 0.1% | 2.5 | 1.4 | -1.6% | -5.9% | 2.0% | -9.7
24 | CSCc1c(C(=O)NC2CCCc3ccccc32)oc2ccccc12 (stereo not drawn) | 3.0% | 1.1 | 0.1% | 5.7% | -6.1 | -1.0 | -6.9% | -1.6% | 5.9% | -24.7
25 | COc1cccc(S(=O)(=O)NCc2ccc(C(=O)NCC3CCCO3)cc2)c1 (stereo not drawn) | 0.0% | -2.6 | · | 4.4% | 3.7 | 1.3 | 2.8% | -0.1% | 16.1% | -9.3
26 | CCc1cc2cc(C)c(C)cc2nc1SCC(=O)NNC(=O)c1ccco1 | -1.3% | 6.0 | 2.9% | 15.6% | 5.9 | -2.9 | -9.0% | 5.4% | 7.2% | 25.3
27 | COc1ccc(C(O)P(=O)(OCc2ccccc2)c2ccc(N(C)C)cc2)cc1 (stereo not drawn) | -3.3% | -16.8 | -58.7% | 3.8% | 2.2 | 4.4 | -3.2% | -0.6% | 0.7% | 13.4
28 | Cc1c(N2C(=O)/C(=C\c3ccc(N(C)C)cc3)N(C)C2=S)c(=O)n(-c2ccccc2)n1C | -2.6% | 27.3 | 15.5%[46.1 µM] | -5.3% | -9.5 | 0.0 | 129.1%[activator] | -6.9% | ? | -4.4
29 | CCn1c(CN2CCN(c3cccc(C)c3C)CC2)n[nH]c1=S | 0.5% | 20.3 | 8.8%[46.1 µM] | 0.2% | -3.2 | 1.4 | 1.2% | 2.2% | -12.3% | 2.0
30 | COCCn1cc(-c2csc(N)n2)c2ccccc21 | 0.5% | 20.6 | 2.9% | -1.1% | 2.4 | -11.7 | -11.8% | 3.0% | -10.2% | -14.4
31 | Cc1cccc(N(CC(=O)NC2CCCCC2)C(=O)CCC(=O)Nc2ccccn2)c1 | 2.4% | · | · | 3.9% | -9.6 | 1.1 | 0.9% | 2.5% | -3.3% | ·
32 | CCN(CC(=O)Nc1ccccc1C(F)(F)F)C(=O)CCOc1ccc(C)cc1 | · | -1.5 | 3.1% | -1.6% | 6.3 | · | · | 0.6% | 3.4% | -3.3
33 | O=C(CCNS(=O)(=O)c1cccs1)Nc1nccs1 | -7.3% | 3.8 | -5.4% | 7.8% | -0.2 | 2.7 | 1.0% | -5.5% | 3.3% | -6.5
34 | Cc1cc(NC(=O)CSc2nc3c(C)cccc3cc2C)no1 | -1.4% | 31.4[activator] | -11.7% | 10.2% | · | 4.2 | 25.0% | 1.5% | 2.7% | 8.1
35 | COc1ccc(CCCNC(=O)C2CCC(=O)N(CCc3cccc(F)c3)C2)cc1 (stereo not drawn) | -4.0% | -5.1 | 5.7% | -7.8% | 30.7 | · | 0.0% | 1.5% | -0.8% | 6.1
36 | CCCCN=C1N/C(=C\c2ccco2)C(=O)N1c1ccccc1 | -0.7% | -6.2 | 15.6% | 7.9% | -3.7 | · | 4.0% | -4.6% | -11.5% | 12.1

Entries of single compounds from above. Order of screens: GALK inh, Giardia kill, TCR activator, A-T KAP1 phos, TSHR antagonist, FBPA coupling cs, CXXC DNA block, Tb PFK inh, Chronic BCR inh, hERG WT inh
`Cc1cc(NC(=O)CSc2nc3c(C)cccc3cc2C)no1` reads -1.4%, 31.4[activator], -11.7%, 10.2%, ·, 4.2, 25.0%, 1.5%, 2.7%, 8.1
`COCCn1cc(-c2csc(N)n2)c2ccccc21` reads 0.5%, 20.6, 2.9%, -1.1%, 2.4, -11.7, -11.8%, 3.0%, -10.2%, -14.4

Bioassay records as filed in PubChem.
